PG9 binder = PG9 antibody binding by small molecule. TR-FRET gp120-PG9 antibody binding. hit rate 0.43% among 360,000. AID 624416. inhibition, % at 6.7 µM; in the data active means inhibition above about 8.5%
UHRF1 binding = UHRF1 methyl-DNA binding inhibition | Q96T88 | UHRF1 binding to methylated oligo, TR-FRET | inhibition, % at 4.4 µM | hit rate 0.75% among 370,000; in the data active means inhibition above about 21%;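 further: UHRF1 SRA domain binding a hemimethylated CpG hairpin DNA probe; 0% = median of test compound wells and 100% = reference inhibitor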
SIAE inh = blocks human sialic acid acetylesterase | Q9HAT2 | SIAE FP-Rh probe binding, fluorescence polarization | inhibition, % at 9.66 µM | hit rate 0.69% among 370,000 | AID 1053197;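 active means inhibition above a cutoff: mean of compounds within the control limits plus 3 SD of those, cut at about 17% in these data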;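 further: 0% = plate median of compound wells and 100% = probe without SIAE protein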
DDE Tn7 FP inh = inhibitors of Tn7 peptide binding to human fibrin DD(E). hit rate 0.13% among 370,000. FP displacement of FITC-Tn7 peptide from fibrin DD(E); 0% = median of compound wells per plate. inhibition, % at 8.3 µM. P02675. AID 720508;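 active means inhibition above the mean of compounds falling within the control limits plus 3 SD of them, cut at about 14% in these data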;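 further: 0% = plate median of compound wells and 100% = 10 µM Aha-Tn7 peptide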
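assay system = human clot-derived fibrin DD(E) complex | quantity = Fibrin-DD(E) at 2 µM final | timing = 10 min preincubation, 3 h with tracer, room temperature | signal = fluorescence polarization | measure = percent inhibition | benchmarks = high control wells with 10 µM unlabelled Aha-Tn7 peptide (full inhibition) | replicates = singlicate testing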
HTRA1 inhibitor = blocks human HTRA1 serine peptidase; Q92743; AID 504803; inhibition, % at 5.96 µM; hit rate 0.5% among 340,000; recombinant HTRA1, FP-rhodamine activity-based probe, fluorescence polarization; in the data active means inhibition above about 36%;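 further: 0% = enzyme with DMSO and 100% = wells lacking enzyme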
LEDGF integ inh = blocks HIV-1 LEDGF/p75-dependent DNA integration. hit rate 0.64% among 370,000. TR-FRET IN-LEDGF/p75 DNA integration, Eu/Cy5. AID 743269. inhibition, % at 3.7 µM;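 active means inhibition above the screen-wide mean plus 3 SD, cut at about 13% in these data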;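 further: signal is the Cy5 over europium emission ratio at 671 and 618 nm; 0% = plate median of compound wells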
TCR-CD3 inh = inhibitors of human TCR-CD3 interaction. AID 651800. hit rate 0.37% among 360,000. inhibition, % at 9.4 µM. TAMRA-labeled TCR probe fluorescence, biochemical; in the data active means inhibition above about 19%;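 further: recombinant mutant TCR 2C K166C tagged with TAMRA read by polarization; 0% = receptor in buffer alone and 100% = receptor with positive control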
TDP2 absorb = blocks human TDP2 phosphodiesterase activity; O95551; recombinant TDP2, T5PNP hydrolysis, p-nitrophenol absorbance 415 nm; inhibition, % at 12.8 µM; hit rate 0.34% among 370,000; AID 720702;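 active means inhibition above the mean of all tested compounds plus 3 SD, set per campaign, cut at about 25% in these data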;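 further: 0% = DMSO with enzyme and 100% = buffer with substrate but no TDP2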
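Assay system: recombinant human TDP2 / Reagent: T5PNP substrate at 5 mM, a TopII-DNA adduct mimic / Measured by: epi absorbance from released p-nitrophenol / Evaluation: % inhibition relative to enzyme-containing and enzyme-free wells / Control set: enzyme-free and DMSO wells / Replicates: each compound tested once, singlicate / Schedule: enzyme reaction with compound for 2 h at 37 °C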
PRMT1 FP inh = inhibitors of human PRMT1. hit rate 1.3% among 370,000. Q99873. recombinant PRMT1, activity-based probe fluorescence polarization. inhibition, % at 2.79 µM. AID 652257;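 active means inhibition above about 21% made by adding two undisclosed values, limit read from the data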
mABHD4 FP = ABHD4 (mouse) inhibition, primary FP screen | hit rate 0.54% among 370,000 | Q8VD66 | inhibition, % at 8.92 µM | AID 720543 | purified mABHD4, FP-Rh probe fluorescence polarization;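 active means inhibition exceeding the mean over every tested compound plus 3 SD, cut at about 30% in these data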;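 further: 0% = plate median of compound wells and 100% = S159A mutant with DMSO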
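Test system: mABHD4 protein; Read-out basis: % inhibition; Incubation: 45 min + 60 min at 25 °C; Repeats: single replicate; Technique: fluorescence polarization with parallel and perpendicular emission, 525/598 nm; Compound: 8.92 µM, single dose; Benchmarks: full inhibition S159A mutant plus DMSO, zero as sample-well median.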
* = called active by the depositor; · = no result given.

SMILES | PG9 binder | UHRF1 binding | SIAE inh | DDE Tn7 FP inh | HTRA1 inhibitor | LEDGF integ inh | TCR-CD3 inh | TDP2 absorb | PRMT1 FP inh | mABHD4 FP
CC(C)(C)S(=O)(=O)N1Cc2cc(CO)cc(CCO)c2[C@@H]1CCO | 2.1 | -2 | 3 | 0 | 9 | -3 | 0 | 2 | -2 | 6
CN(Cc1cccs1)C(=O)CCc1ccc(S(=O)(=O)N2CCOCC2)cc1 | -1.7 | 7 | 1 | 10 | 4 | 2 | 0 | -17 | -3 | -9
COCCn1c(-c2ccccc2)nc2ccccc21 | -1.4 | 1 | 5 | 2 | 3 | -4 | -12 | 2 | 1 | 2
COC(=O)c1ccc(NC(=O)C23CC4CC(C2)CC(n2cncn2)(C4)C3)cc1 | -0.2 | 2 | 0 | 11 | -1 | -1 | 2 | 3 | -1 | 2
COC(=O)c1ccc(N2CCCCC2)c(NC(=O)c2ccco2)c1 | -0.5 | 0 | 1 | -2 | -20 | 0 | -8 | 0 | 4 | 4
COc1ccc2c(CN3CCN(c4ccccc4F)CC3)cc(=O)oc2c1 | -1.9 | -3 | 9 | -6 | · | 1 | -4 | 3 | -3 | 8
COc1ccc2[nH]c3c(c2c1)CCN1C(=O)C(CC(=O)NCCN2CCOCC2)C[C@H](C(=O)N(C(C)C)C(C)C)[C@@]31C (some centres undefined) | 0.0 | 0 | 1 | 4 | 5 | 4 | 3 | -3 | -5 | -1
Cc1cc(C(=O)O)c(CCCN)s1 | -1.9 | 2 | -10 | 0 | 8 | 6 | 5 | -18 | -2 | -6
O=C(CCSCCc1ccccn1)Nc1ccc(Br)cc1F | -2.5 | -2 | -3 | 8 | 1 | -1 | 0 | -12 | -2 | 1
O=c1cc(CSc2ccccn2)[nH]c(=O)[nH]1 | -3.9 | 0 | 0 | -2 | 1 | -3 | 1 | -4 | -1 | 1
CCOc1ccc(NC(=O)CCN2CCN(S(=O)(=O)c3ccc(OC)cc3)CC2)cc1 | -0.3 | 2 | -4 | -13 | -7 | 1 | -4 | 0 | 1 | -2
Cc1nc(-c2ccc(S(=O)(=O)N3CCN(Cc4ccccc4)CC3)s2)cs1 | -1.5 | -3 | -7 | -4 | -12 | 2 | 3 | 22 | -1 | -7
Cn1c(=O)n(C)c2cc(N3CCCCC3)c(NC(=O)c3ccccc3)cc21 | -1.7 | 13 | -5 | -5 | 6 | 4 | 7 | -5 | -2 | -6
O=C(OCC(=O)N1CCOCC1)C(c1ccccc1)c1ccccc1 | 0.2 | -3 | 9 | 0 | 0 | -8 | 1 | 1 | -2 | -1
CC1CCN(C(=S)NC2CC3CCC2C3)CC1 (centres undefined) | -2.9 | 0 | 0 | 0 | 2 | 1 | 4 | -11 | -1 | -1
Cc1cc2c(cc1C)NC(=O)CC(C(F)(F)C(F)(F)C(F)(F)F)=N2 | 0.8 | 2 | -1 | -2 | -9 | -2 | -6 | -14 | 2 | 2
Nc1nc(NCc2ccco2)nc(N2CCOCC2)c1[N+](=O)[O-] | -1.0 | 2 | -3 | 5 | 2 | -7 | -2 | -2 | 4 | 4
Fc1ccc2cnc(-c3ccccc3F)cc2c1 | -0.3 | -2 | 2 | -7 | -4 | -4 | 3 | 5 | 1 | -1
Cc1n[nH]c(C)c1CCCCOc1ccccc1 | -1.6 | -1 | 2 | 2 | 7 | -2 | 4 | 0 | 1 | 1
CCN=c1scc(-c2ccco2)n1/N=C/c1ccc(O)cc1 | -0.1 | 0 | 11 | -7 | 16 | 3 | 5 | -9 | 7 | 20
Cc1ccn2cc(C(=O)NC3CCN(Cc4ccccc4)CC3)nc2c1 | -0.3 | 3 | 2 | -1 | -4 | -1 | -3 | -9 | -4 | 10
CC(CCc1ccccc1)NC(=O)C1CCN(c2nnc(-n3cccc3)s2)CC1 (centres undefined) | -2.7 | 1 | -1 | -2 | 2 | -4 | -10 | -11 | 3 | -3
Cc1ccc(NC(=O)CCNC(=O)Nc2ccccc2)cc1S(=O)(=O)N(C)C | -0.6 | -2 | 7 | 0 | -3 | 0 | -1 | 10 | 0 | 2
CC1CCc2c(C(=O)NCCCN3CCOCC3)csc2C1 (centres undefined) | -0.3 | -2 | 6 | 9 | -8 | 1 | 4 | 2 | -2 | -7
COc1ccc(NC(C)=O)cc1NC(C)C(=O)Nc1ccccc1F (centres undefined) | -2.3 | 5 | 4 | 0 | -2 | 3 | -1 | -9 | -4 | -12

Sorted by SMILES length (lowest first): part of the list above.
SMILES | PG9 binder | UHRF1 binding | SIAE inh | DDE Tn7 FP inh | HTRA1 inhibitor | LEDGF integ inh | TCR-CD3 inh | TDP2 absorb | PRMT1 FP inh | mABHD4 FP
Cc1n[nH]c(C)c1CCCCOc1ccccc1 | -1.6 | -1 | 2 | 2 | 7 | -2 | 4 | 0 | 1 | 1
CC1CCN(C(=S)NC2CC3CCC2C3)CC1 (centres undefined) | -2.9 | 0 | 0 | 0 | 2 | 1 | 4 | -11 | -1 | -1
CCN=c1scc(-c2ccco2)n1/N=C/c1ccc(O)cc1 | -0.1 | 0 | 11 | -7 | 16 | 3 | 5 | -9 | 7 | 20
COC(=O)c1ccc(N2CCCCC2)c(NC(=O)c2ccco2)c1 | -0.5 | 0 | 1 | -2 | -20 | 0 | -8 | 0 | 4 | 4

Next part.
SMILES | PG9 binder | UHRF1 binding | SIAE inh | DDE Tn7 FP inh | HTRA1 inhibitor | LEDGF integ inh | TCR-CD3 inh | TDP2 absorb | PRMT1 FP inh | mABHD4 FP
CC/C(=N\NC(=O)CSc1ncccn1)c1ccc2c(c1)OCCO2 | -1.0 | 1 | 1 | -1 | -3 | -1 | 7 | 7 | 0 | 0
CCCn1nc(NC(=O)c2ccco2)c2cc3ccccc3nc21 | -4.0 | 5 | 0 | 5 | -9 | 7 | -2 | 0 | 4 | -12
COc1ccc(CN=C2NN=C(c3cccc(OC)c3)CS2)cc1 | 0.2 | -3 | 0 | -3 | -8 | 1 | 2 | 3 | 13 | -1
COc1ccc(C2(CNC(=O)c3cccs3)CCOCC2)cc1 | 0.8 | 5 | 3 | 1 | 2 | -4 | -2 | -1 | 2 | -2
CCN(CC)C(=O)c1ccc2c(=O)n(CCOC)c(=S)[nH]c2c1 | 1.3 | -3 | 15 | -3 | 3 | 0 | -6 | 6 | 7 | -2
N#Cc1ccc(NC(=O)CN2CCN(c3ccccn3)CC2)cc1 | 1.5 | -4 | 0 | -2 | 9 | -1 | 12 | -2 | -2 | -2
NS(=O)(=O)c1ccc(NC(=O)COC(=O)COc2ccc(Br)cc2)cc1 | -1.1 | -1 | -2 | -14 | -4 | 3 | 8 | -3 | 0 | -9
Cc1cc(-c2nc(-c3ccc(C(C)(C)C)cc3)no2)no1 | -0.7 | 0 | -5 | 5 | -2 | 2 | 3 | 7 | -1 | -8
O=C(O)C1CSC(c2ccccc2Cl)N1C(=O)c1ccc(Cl)cc1 (centres undefined) | -0.3 | 1 | 1 | 8 | 0 | -1 | -2 | 3 | 1 | 9
N#Cc1c(-c2ccccc2)nc(SCC(=O)Nc2ccccc2)[nH]c1=O | 4.2 | -3 | -16 | -5 | -16 | 5 | 4 | -4 | 2 | -12
Cc1ccc(Nc2ccc(-n3ccnc3)nn2)cc1C | -1.6 | 3 | -1 | 2 | -2 | -1 | -1 | -12 | -1 | -2
CN(Cc1cccs1)C(=O)CCNS(=O)(=O)c1ccc(Br)cc1 | -0.4 | 1 | -8 | -3 | 2 | 2 | 2 | -8 | -1 | -1
COC1CCN(C(=O)CC2C(=O)NCCN2CC2CCCCC2)CC1 (centres undefined) | -2.7 | -5 | -8 | -8 | 2 | 4 | 8 | -2 | 0 | 5
COCCNC(=S)N(CCc1c(C)[nH]c2ccc(Cl)cc12)Cc1cccnc1 | -1.2 | 1 | 1 | 4 | -15 | 1 | -7 | -7 | -1 | 4
O=C(NCCN1CCOCC1)c1ccc2c(c1)N(Cc1cccc(Cl)c1)C(=O)c1ccccc1S2(=O)=O | -0.1 | -3 | -7 | 6 | -8 | -2 | 8 | -1 | 3 | 1
O=C(O)c1cc(/C=C/c2ccc(N3CCOCC3)cc2)nc2ccccc12 | -6.8 | 0 | 5 | 0 | 1 | -2 | 3 | 1 | 0 | 10
COc1cc(/C=C2/SC(=S)N(CC(=O)O)C2=O)ccc1OCC(=O)Nc1ccc(C)c(C)c1 | -4.1 | 0 | 2 | -1 | -6 | -1 | 5 | -5 | 2 | -2
O=S(=O)(NCC(c1ccco1)N1CCOCC1)c1ccc(Cl)cc1 (centres undefined) | -0.3 | 1 | -2 | -7 | 9 | 1 | -6 | -8 | 2 | -1
CCOc1ccc(NC(=S)N2CCN(CCN3C(=O)c4cccc5cccc(c45)C3=O)CC2)cc1 | 0.9 | -4 | 0 | -1 | 5 | 1 | 0 | 5 | -5 | 0
O=C(c1ccccc1-c1nc(-c2ccc(Cl)cc2)no1)N1CCCC1 | -0.4 | 5 | -2 | 5 | -11 | 0 | -5 | -5 | -4 | 1
CC(C)(C)Cc1nnc(NS(=O)(=O)Cc2ccccc2)s1 | 0.7 | 0 | 9 | -2 | -1 | -4 | 3 | -5 | 1 | 11
C1CCC(Nc2nnnn2C2CCCCC2)CC1 | -0.5 | -2 | 1 | -2 | -1 | 1 | 1 | -9 | -2 | 0
O=C(NCc1ccon1)C1CCC(=O)N(CCc2cccc(F)c2)C1 (centres undefined) | -0.5 | 0 | 2 | 7 | -5 | 1 | 5 | 11 | 0 | 2
Cc1ccccc1Cn1cc(COC(=O)N2CCOCC2)nn1 | · | 1 | 0 | 7 | · | -3 | · | -7 | -3 | -1

Ordered by value in TCR-CD3 inh (falling): some entries from above
SMILES | PG9 binder | UHRF1 binding | SIAE inh | DDE Tn7 FP inh | HTRA1 inhibitor | LEDGF integ inh | TCR-CD3 inh | TDP2 absorb | PRMT1 FP inh | mABHD4 FP
CN(Cc1cccs1)C(=O)CCNS(=O)(=O)c1ccc(Br)cc1 | -0.4 | 1 | -8 | -3 | 2 | 2 | 2 | -8 | -1 | -1
O=S(=O)(NCC(c1ccco1)N1CCOCC1)c1ccc(Cl)cc1 (centres undefined) | -0.3 | 1 | -2 | -7 | 9 | 1 | -6 | -8 | 2 | -1
COCCNC(=S)N(CCc1c(C)[nH]c2ccc(Cl)cc12)Cc1cccnc1 | -1.2 | 1 | 1 | 4 | -15 | 1 | -7 | -7 | -1 | 4
